# Source: PubChem
# Furin inhibitor – inhibitors of human furin. purified furin, fluorogenic substrate cleavage. 0.061% of 220,000 active. inhibition, % at 30 µM. P09958; in the data active means inhibition above about 25%; further: inactives centre near -15
# BaF3 tox – reduces parental Ba/F3 cell viability, JAK2V617F counter-screen; inhibition, % at 5.6 µM; 1.1% of 220,000 active; CellTiter-Glo ATP luminescence;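 active means inhibition above a per-campaign cutoff, the mean inhibition of all tested compounds plus 3 SD, cut at about 27% in these data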;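 further: 0% = DMSO wells and 100% = JAK Inhibitor I control wells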
# PGE2 EP2 inh – inhibitors of human EP2 prostaglandin E2 receptor; inhibition, % at 25 µM; C6 glioma cells expressing human EP2, cAMP TR-FRET; cells stimulated with saturating PGE2; 0.52% of 260,000 active; P43116;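 active means percent inhibition above 40 after rounding to a whole number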;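 further: rat C6 glioma host cells with rolipram phosphodiesterase inhibitor present; the protocol text gives 20 µM as final concentration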
# p47phox inh – inhibitors of human p47phox binding; P14598; p47phox/p22phox peptide binding, fluorescence polarization, 2 h; inhibition, % at 24.7 µM; 0.53% of 220,000 active; AID 1274;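 active means inhibition above about 30%, limit read from the data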;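 further: 0% = p47phox with labelled peptide and 100% = labelled peptide alone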
# p97 inhibitor – inhibitors of human p97 ATPase. recombinant p97 ATPase, Kinase-Glo ATP luminescence, 3 h. inhibition, % at 8 µM. 0.42% of 220,000 active. AID 1481; in the data active means inhibition above about 15%;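 further: 0% = DMSO vehicle and 100% = wells lacking enzyme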
# Target sequence (P55072 whole entry, looked up): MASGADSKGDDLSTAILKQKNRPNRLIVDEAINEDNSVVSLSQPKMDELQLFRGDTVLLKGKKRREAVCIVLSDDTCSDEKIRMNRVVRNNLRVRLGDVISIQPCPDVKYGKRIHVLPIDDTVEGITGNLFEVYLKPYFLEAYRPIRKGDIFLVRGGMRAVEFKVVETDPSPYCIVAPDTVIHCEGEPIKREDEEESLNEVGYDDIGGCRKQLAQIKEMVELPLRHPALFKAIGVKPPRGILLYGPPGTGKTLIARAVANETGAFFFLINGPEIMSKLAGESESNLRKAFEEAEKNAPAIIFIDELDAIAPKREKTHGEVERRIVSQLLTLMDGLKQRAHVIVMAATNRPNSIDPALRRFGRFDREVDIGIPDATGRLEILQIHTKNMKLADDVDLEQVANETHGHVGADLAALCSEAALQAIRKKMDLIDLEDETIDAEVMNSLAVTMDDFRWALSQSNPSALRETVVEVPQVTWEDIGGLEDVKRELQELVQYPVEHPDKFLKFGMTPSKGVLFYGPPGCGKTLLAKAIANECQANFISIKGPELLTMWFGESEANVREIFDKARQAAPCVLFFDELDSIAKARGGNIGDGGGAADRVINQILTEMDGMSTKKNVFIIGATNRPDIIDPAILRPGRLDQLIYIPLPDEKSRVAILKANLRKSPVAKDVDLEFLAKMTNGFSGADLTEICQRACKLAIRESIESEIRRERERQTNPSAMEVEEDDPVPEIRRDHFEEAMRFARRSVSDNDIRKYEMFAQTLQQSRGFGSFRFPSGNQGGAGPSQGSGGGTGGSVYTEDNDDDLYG
# PPC-1+TRAIL kill – compounds killing PPC-1 cancer cells with TRAIL present (potentiator screen, no TRAIL-free arm). PPC-1 cells + TRAIL, ATPLite viability luminescence. AID 1443. cell killing (% activity), % at 4 µM. 0.41% of 220,000 active;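 active means cell killing above 50% in the first pass at 4 µM, then a duplicate retest at 5 µM averaging 50% or more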;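 further: plate controls were cells with TRAIL plus DMSO for no effect and medium-only wells lacking cells for full effect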
# Tb hexokinase – blocks Trypanosoma brucei hexokinase 1 activity. inhibition, % at 10 µM. recombinant TbHK1, G6PDH-coupled NADH A340. 0.11% of 220,000 active;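 active means inhibition of 50% or more in the single-dose primary screen; inactive means inhibition below 50%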
# Ba/F3 V617F tox – loss of viability in JAK2V617F-driven Ba/F3 cells; AID 1446; inhibition, % at 5.6 µM; 1.1% of 220,000 active; Ba/F3 EpoR-JAK2V617F viability, ATP luminescence;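 active means inhibition above the campaign mean plus 3 SD over all tested compounds, cut at about 24% in these data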;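 further: cytokine-independent growth of Ba/F3 cells driven by EpoR plus mutant JAK2; 0% = DMSO-treated cells and 100% = JAK inhibitor I control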
# RBBP9 inh – inhibitors of human serine hydrolase RBBP9; O75884; recombinant RBBP9, FP-Rh probe fluorescence polarization; inhibition, % at 7.94 µM; 0.2% of 220,000 active;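 active means inhibition above the campaign mean of all tested compounds plus 3 SD, cut at about 14% in these data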;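 further: plate controls were DMSO wells with RBBP9 for no effect and wells lacking RBBP9 protein for full effect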
# Target sequence (O75884 whole entry, looked up): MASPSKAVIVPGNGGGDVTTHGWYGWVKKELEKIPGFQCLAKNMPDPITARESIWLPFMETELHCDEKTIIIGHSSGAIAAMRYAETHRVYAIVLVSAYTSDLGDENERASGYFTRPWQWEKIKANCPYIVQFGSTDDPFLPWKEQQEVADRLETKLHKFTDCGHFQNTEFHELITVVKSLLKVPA
#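 Test system: recombinant human RBBP9; Timing: 30 min then 45 min, 25 °C; Detection: fluorescence polarization; Control set: RBBP9 with DMSO as uninhibited control, no-protein wells as full inhibition; Compound dosing: one concentration, 7.94 µM nominal, 0.794% DMSO; Probe or stimulus: FP-Rh activity-based probe, 375 nM before mixing.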
# * marks the source's active call; other numbers are inactive results; . = no result given; & = joins results of further samples; [ ] = another dose, or the depositor's remark. These rows are one share of the data; count on the stated rates, not on these rows.
# Short forms – A = Furin inhibitor; B = BaF3 tox; C = PGE2 EP2 inh; D = p47phox inh; E = p97 inhibitor; F = PPC-1+TRAIL kill; G = Tb hexokinase; H = Ba/F3 V617F tox; I = RBBP9 inh
CCOC(=O)c1cc(C#N)c(SCc2ccc(C#N)cc2)nc1C
  A: -19	B: 1	C: 11	D: -8	E: 3	F: .	G: 6	H: -1	I: -9
COc1ccc(NC(=O)N2CCCC2)cc1OC
  A: -35	B: 6	C: 2	D: -10	E: 1	F: -2	G: 1	H: -4	I: -6
CC1CCCN(S(=O)(=O)c2ccc(N(C(=O)c3cnccn3)C(C(=O)NC3CCCCC3)c3cccs3)cc2)C1 (stereo unspecified)
  A: -12	B: 7	C: 7	D: -9	E: 7	F: -6	G: 36	H: 2	I: -9
Cc1c(C(=O)N2CCCCC2)sc(NC(=O)C(C)C)c1C#N
  A: -21	B: 1	C: 16&5	D: -12	E: 2	F: 6	G: 6	H: -3	I: -2
O=C(Nc1cc(=O)[nH]c2ncnn12)c1ccccc1F
  A: -5	B: 1	C: 15	D: 12	E: 6	F: 19	G: -4	H: -3	I: 7
CN(C)/C=C(\C(=O)c1ccc(F)cc1F)c1nnnn1-c1ccccc1
  A: -19	B: 4	C: 12	D: -7	E: -1	F: 3	G: -14	H: -2	I: -5
COc1ccccc1-c1cc(SC)c(C#N)c(=O)o1
  A: -23	B: -2	C: 13	D: -24	E: 2	F: 13	G: -10	H: 6	I: -9
CC1(c2cc([N+](=O)[O-])cc([N+](=O)[O-])c2)CC(C)(C)N(C(=O)c2ccccc2)c2ccccc21 (stereo unspecified)
  A: -15	B: -2	C: 10	D: -7	E: 5	F: 15	G: -15	H: -3	I: -5
Cc1ccc2nsnc2c1NC(=O)c1ccc([N+](=O)[O-])cc1
  A: -19	B: 8	C: 13	D: 3	E: -1	F: 14	G: -4	H: 6	I: -4
CC(=O)n1c2ccccc2c2c1c1ccccc1n2C
  A: -23	B: 4	C: 12	D: 1	E: -3	F: 4	G: -2	H: 0	I: -10
Cn1ncc(S(=O)(=O)Cc2ccccc2)c(Cl)c1=O
  A: -33	B: -6	C: 89*	D: -4	E: 4	F: 26	G: -9	H: -2	I: 4
O=C(CNS(=O)(=O)c1ccccc1)NCC(=O)OCc1ccc(C(=O)c2ccccc2)cc1
  A: -20	B: 4	C: 8	D: -3	E: 2	F: 16	G: 26	H: 0	I: -5
Cc1ccc(-c2ccc(=O)[nH]n2)cc1
  A: -17[20 µM]	B: 1	C: .	D: -7	E: 0	F: 12	G: -10	H: -1	I: 4
O=C(Nc1cccc(Cl)c1)Nc1cccc(C(=O)O)c1
  A: -17	B: -2	C: 5	D: -9	E: 4	F: 14	G: -15	H: 0	I: 0
Cc1cc(N2CCCCC2)n2ncc(-c3ccccc3)c2n1
  A: -12	B: 3	C: 6	D: 7	E: -9	F: 37	G: -15	H: 0	I: 0
COCCCn1c2nc3ccccc3nc2c2c(=O)n(Cc3ccc(Cl)cc3)cnc21
  A: -13	B: 2	C: 14	D: 11	E: -6	F: -12	G: -3	H: 5	I: -14
CSc1ccc(S(=O)(=O)NCCCOC(C)C)cc1
  A: -11	B: 5	C: 4	D: 5	E: 1	F: 0	G: -6	H: 0	I: 0
Cc1nc2cc(C(=O)OCC(=O)NC3CCS(=O)(=O)C3)ccc2n1-c1ccccc1 (stereo unspecified)
  A: -21[20 µM]	B: 3	C: 13	D: -7	E: 3	F: 18	G: -9	H: -5	I: 0
CCc1[nH]nc(C(=O)N2CCCC(CCC(=O)N3CCN(c4ccccn4)CC3)C2)c1C (stereo unspecified)
  A: -18	B: 4	C: 3	D: -6	E: -3	F: 4	G: -3	H: -4	I: -7
O=C(Cc1ccccc1[N+](=O)[O-])NCCSCc1c(F)cccc1Cl
  A: -14	B: 6	C: 6	D: -3	E: -9	F: 19	G: 4	H: 2	I: -8
Cc1cc(C)c(C)c(S(=O)(=O)N2CCN(CC(=O)c3c(N)n(Cc4ccccc4)c(=O)n(C)c3=O)CC2)c1C
  A: -4	B: 6	C: 8	D: -47	E: -1	F: 20	G: 9	H: 1	I: -7
OC(c1ccc(Cl)cc1)c1nnc(-c2ccccc2)o1 (stereo unspecified)
  A: -18	B: 5	C: 15	D: -4	E: -4	F: 41	G: 27	H: 1	I: -5
COc1ccc(CC(NC(C)=O)C(=O)NC2CCN(C(=O)Nc3ccc(Cl)cc3)CC2)cc1OC (stereo unspecified)
  A: -2[20 µM]	B: 3	C: 11	D: -7	E: 4	F: 3	G: 2	H: -2	I: -7
COc1ccc(-c2nc3ccccc3c(=O)o2)cc1OC
  A: -10[20 µM]	B: 7	C: 11	D: 5	E: 1	F: -7	G: -2	H: 2	I: -4
COc1ccc(CCc2nnc(CCC(=O)N(C)Cc3ccnc4ccccc34)o2)cc1
  A: -16	B: 11	C: 5	D: -2	E: 2	F: 9	G: -1	H: -3	I: -1
COc1ccc(CN2CC(C(=O)NCCCN3CCN(C)CC3)CC2=O)cc1 (stereo unspecified)
  A: -20[20 µM]	B: 10	C: 7	D: 4	E: 1	F: 23	G: 2	H: -1	I: 0
O=C(COC(=O)c1cccc(F)c1)NC1CC1
  A: -22	B: 3	C: 3	D: -7	E: -1	F: 10	G: -4	H: -2	I: -4
CC(=O)NS(=O)(=O)c1ccc(NC(=O)C2C3C=CC(C3)C2C(=O)O)cc1 (stereo unspecified)
  A: -31	B: 4	C: 4	D: -11	E: 1	F: -4	G: 4	H: 0	I: -3
Cc1ccc(NC(=O)Nc2ccc3c(c2)nc(C)n3C)cc1
  A: -14	B: 7	C: 3	D: -5	E: -2	F: 24	G: -8	H: 3	I: 1
O=C(O)COc1ccc(-c2nccc(-c3cccs3)n2)cc1
  A: -9[20 µM]	B: 4	C: .	D: -1	E: 6	F: 28	G: -6	H: -1	I: -2
C/C=C/C=C/C(=O)N1CC[C@]23c4ccccc4N[C@H]4N(C)c5cccc6c5[C@]42CCN([C@H]6C2OC2(C)C)[C@H]13 (stereo partly specified)
  A: -33	B: .	C: 20	D: -3	E: .	F: 11	G: -17	H: .	I: .
O=C(CSc1nc2ccccc2s1)NNC(=S)Nc1ccccc1
  A: -7	B: 6	C: 4	D: -8	E: -3	F: 24	G: 9	H: 4	I: -8
CCCCNC(=O)C1CCN(S(=O)(=O)N2CCOCC2)CC1
  A: 2	B: 7	C: 5	D: -2	E: 0	F: -3	G: 0	H: 1	I: -3
CC1=NN(c2ccccc2)C(=O)/C1=C/c1c(O)n(-c2ccc(F)c(Cl)c2)[nH]c1=O
  A: -3	B: 5	C: 4	D: -45	E: 5	F: 10	G: -11	H: -1	I: 3
O=S(=O)(c1cccc(F)c1)N1CCc2sccc2C1c1ccc(OC(F)(F)F)cc1 (stereo unspecified)
  A: -4	B: -2	C: 4	D: -8	E: 2	F: -4	G: 3	H: -2	I: -10
Nc1nonc1C(=O)NCCNS(=O)(=O)c1ccc(Br)cc1
  A: -21[20 µM]	B: 0	C: 13	D: -1	E: 3	F: 5	G: 0	H: 1	I: 4
COc1ccccc1N1CCN(CC(O)COc2ccc3c(c2)CCC3)CC1 (stereo unspecified)
  A: -36[20 µM]	B: 4	C: 11	D: -15	E: -5	F: 14	G: -3	H: 1	I: -3
O=C(Nc1ccnc(-c2ccncc2)n1)c1ccc(Cl)cc1
  A: -19	B: 0	C: 2	D: 4	E: 4	F: 33	G: 1	H: -3	I: 1
CCc1nnc(NC(=O)CSc2nnc(-c3ccco3)n2CC)s1
  A: -20	B: 0	C: 10	D: -7	E: -1	F: -7	G: -6	H: 2	I: 0
COc1ccc(-c2cc(C(=O)OCC(=O)c3cccc([N+](=O)[O-])c3)c3cc(C)ccc3n2)cc1
  A: -21	B: 7	C: 2	D: 3	E: 4	F: 14	G: -11	H: 0	I: -1
Cc1nc(N2CCc3ccccc3C2)[nH]c(=O)c1Cc1ccccc1
  A: -25	B: 3	C: 9	D: 1	E: 3	F: -4	G: 3	H: 1	I: -1
O=C(/C=C/N1CCN(Cc2ccccc2)CC1)C(F)(F)F
  A: -13	B: 1	C: 2	D: -7	E: 6	F: -3	G: -29	H: -1	I: 2
O=C(NCCc1ccc(F)cc1)c1n[nH]c2ccccc12
  A: -14	B: 1	C: 6	D: -4	E: 3	F: 4	G: 2	H: 0	I: 6
Cc1cc(NC(=O)CN2C(=O)c3ccccc3C2=O)no1
  A: -23	B: 1	C: 9	D: -4	E: 9	F: 10	G: -4	H: -3	I: -2
C=CCn1cc(C(=O)NCCCOC)c(=O)c2cc(S(=O)(=O)N(CC)CC)ccc21
  A: -16	B: 2	C: 0	D: -28	E: -5	F: 17	G: -21	H: 0	I: -3
C=CCn1c(C(C)(C)C)nc2ccccc21
  A: -23	B: 5	C: 5	D: 1	E: -1	F: 22	G: -4	H: 1	I: -9
Cc1nc(NCC2CCCO2)nc2c1C(=O)CC(C)C2 (stereo unspecified)
  A: -12[20 µM]	B: 5	C: 16	D: -6	E: 3	F: -12	G: -15	H: 1	I: 4
Cc1onc(-c2ccccc2)c1C(=O)N/N=C/c1cc2c(cc1Cl)OCO2
  A: -14	B: 5	C: 2	D: -13	E: 2	F: 22	G: -2	H: 2	I: -6
CCOC(=O)CNc1cccc(C(F)(F)F)c1
  A: -21	B: 1	C: 4	D: -3	E: -1	F: 4	G: 1	H: -2	I: -2
COc1ccc(NC(=O)NCCCN2CCC(Cc3ccccc3)CC2)cc1
  A: -21	B: 5	C: 8	D: 9	E: 10	F: 4	G: 2	H: -2	I: -3

# Going on with the list:
# Short forms – A = Furin inhibitor; B = BaF3 tox; C = PGE2 EP2 inh; D = p47phox inh; E = p97 inhibitor; F = PPC-1+TRAIL kill; G = Tb hexokinase; H = Ba/F3 V617F tox; I = RBBP9 inh
CC(=O)c1nn(-c2cccc(Br)c2)cc1C(=O)c1ccc(C)cc1
  A: -15[20 µM]	B: 5	C: 7	D: -3	E: -1	F: 9	G: -8	H: 0	I: -8
CCCn1c2c(c(=N)c3c1CCC3)CCC2
  A: -21	B: 54*	C: 2	D: 11	E: 2	F: -6	G: -7	H: 46*	I: -3
C=CCn1c(N)c(C(=O)OC(C)CC)c2nc3ccccc3nc21 (stereo unspecified)
  A: -64	B: 3	C: 23	D: -11	E: -1	F: 4	G: -19	H: -2	I: -7
Cc1cccc(C)c1NC(=S)N/N=C/c1ccc(OCCC(C)C)cc1
  A: -3[20 µM]	B: 2	C: 4	D: -16	E: -2	F: 13	G: -5	H: -5	I: -9
COc1ccc(COC(=O)c2ccc3c(=O)n4c(nc3c2)CCC4)cc1F
  A: -8	B: 4	C: 9	D: -9	E: -2	F: 1	G: -16	H: 14	I: 2
Cn1cnnc1SCC(=O)NC(=O)NC1CCCC1
  A: -30	B: 7	C: 16	D: -4	E: 5	F: 14	G: -3	H: -2	I: -4
CCC(=O)Nc1c(C)nn(-c2ccc(C)c(C)c2)c1C
  A: -26	B: -4	C: 9&4	D: -11	E: 1	F: 25	G: -4	H: -4	I: 5

# Arranged by the number under Tb hexokinase (lowest first): some entries from above
SMILES | Tb hexokinase
C=CCn1c(N)c(C(=O)OC(C)CC)c2nc3ccccc3nc21 (stereo unspecified) | -19
O=C(Nc1cc(=O)[nH]c2ncnn12)c1ccccc1F | -4
OC(c1ccc(Cl)cc1)c1nnc(-c2ccccc2)o1 (stereo unspecified) | 27

# Part of the list above in another layout:
Compound | Furin inhibitor | BaF3 tox | PGE2 EP2 inh | p47phox inh | p97 inhibitor | PPC-1+TRAIL kill | Tb hexokinase | Ba/F3 V617F tox | RBBP9 inh
Cc1cccc(C)c1NC(=S)N/N=C/c1ccc(OCCC(C)C)cc1 | -3[20 µM] | 2 | 4 | -16 | -2 | 13 | -5 | -5 | -9
CCCn1c2c(c(=N)c3c1CCC3)CCC2 | -21 | 54* | 2 | 11 | 2 | -6 | -7 | 46* | -3
